Screens (PubChem BioAssay)
HEK cytotox: cytotoxic compounds in HEK 293 cells | HEK 293 viability, ATP luminescence (CellTiter-Glo), 48-72 h | Potency, µM (series often up to 115 µM), for the others: at the highest dose activity change, negative = cytotoxicity, actives largely listed as inhibitors | actives 6.6% (n = 94,000) | AID 1345083; also: potency is read from the fitted curve at half-maximal effect; nearly all actives have a fitted effect of over 60% in size
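HEK 293 cells at 250 cells/well were exposed to compounds by pintool transfer for 48 or 72 hr at 37 degree Celsius, 5% CO2. Viability was read as ATP-coupled luminescence with CellTiter-Glo after 10 min at room temperature.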
3T3 cytotox: kills NIH 3T3 cells; NIH 3T3 viability, CellTiter-Glo ATP luminescence, 48-72 h; Potency, µM (highest dose often 96.7 µM), for the others: top-dose activity change, negative = cytotoxicity, actives largely listed as inhibitors; actives 4.3% (n = 94,000); also: potency is read from the fitted curve at half-maximal effect; nearly all actives have a fitted effect of over 55% in size
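Cells were seeded at 400 per well, treated with pin-transferred compound, and kept 48 or 72 hr at 37 °C before CellTiter-Glo addition and luminescence imaging of cellular ATP.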
GPT2 inhibitor: GPT2 alanine aminotransferase inhibition; Recombinant GPT2, coupled pyruvate oxidase/HRP Amplex Red fluorescence; Potency, µM (top dose mostly 57.7 µM), for inactives: at the top dose activity change, negative = inhibition, most hits filed as inhibitors; actives 0.25% (n = 100,000); also: potency is read from the fitted curve at half-maximal effect; nearly all actives have a fitted effect of over 60% in size; many of its hits are not listed in these tables
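Fluorescence of coupled pyruvate oxidase/HRP/Amplex Red system (50uM Amplex, 30 min, dark) reports pyruvate formed by GPT2. Enzyme reaction: 10ng/uL GPT2, 2mM L-alanine, 250uM a-KG, 30 min room temperature, pH 7.5; 50uM AOA control.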
Luciferase inh: inhibitors of firefly (Photinus pyralis) luciferase. actives 2.5% (n = 76,000). Potency, µM (doses to about 115 µM), for inactives: at the top dose activity change, negative = inhibition, hits mostly inhibitors. purified P. pyralis luciferase, luminescence, biochemical; also: potency is read from the fitted curve at half-maximal effect; nearly all actives have a fitted effect of over 65% in size
Target sequence (P08659 whole entry, looked up): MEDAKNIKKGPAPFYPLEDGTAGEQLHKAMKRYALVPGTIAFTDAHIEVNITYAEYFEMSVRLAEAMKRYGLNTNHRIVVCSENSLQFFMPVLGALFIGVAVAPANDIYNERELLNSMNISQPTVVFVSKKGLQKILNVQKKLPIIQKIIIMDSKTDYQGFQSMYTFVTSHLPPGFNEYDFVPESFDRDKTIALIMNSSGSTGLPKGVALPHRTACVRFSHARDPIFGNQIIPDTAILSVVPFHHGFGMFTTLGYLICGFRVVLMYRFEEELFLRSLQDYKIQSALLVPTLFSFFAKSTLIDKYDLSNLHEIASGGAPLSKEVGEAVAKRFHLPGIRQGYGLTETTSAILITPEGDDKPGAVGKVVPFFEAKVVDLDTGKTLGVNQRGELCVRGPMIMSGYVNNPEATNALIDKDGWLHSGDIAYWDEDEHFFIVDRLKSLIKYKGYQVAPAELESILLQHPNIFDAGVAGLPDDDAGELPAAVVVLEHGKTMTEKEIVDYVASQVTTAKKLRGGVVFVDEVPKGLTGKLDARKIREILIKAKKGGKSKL
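Inhibitors were tested against purified firefly luciferase in a biochemical, low-substrate format (both substrates at 10uM) and luminescence measured with a CCD imager.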
IP6K1 inhibitor: inhibitors of human IP6K1. Q92551. IP6K1 kinase, ADP-Glo luminescence, 2 h; hits give low values. activity change, % (series mostly up to about 58 µM). actives 0.81% (n = 140,000). AID 1645851; in the data active = activity change below about -25%
Target sequence (Q92551 whole entry, looked up): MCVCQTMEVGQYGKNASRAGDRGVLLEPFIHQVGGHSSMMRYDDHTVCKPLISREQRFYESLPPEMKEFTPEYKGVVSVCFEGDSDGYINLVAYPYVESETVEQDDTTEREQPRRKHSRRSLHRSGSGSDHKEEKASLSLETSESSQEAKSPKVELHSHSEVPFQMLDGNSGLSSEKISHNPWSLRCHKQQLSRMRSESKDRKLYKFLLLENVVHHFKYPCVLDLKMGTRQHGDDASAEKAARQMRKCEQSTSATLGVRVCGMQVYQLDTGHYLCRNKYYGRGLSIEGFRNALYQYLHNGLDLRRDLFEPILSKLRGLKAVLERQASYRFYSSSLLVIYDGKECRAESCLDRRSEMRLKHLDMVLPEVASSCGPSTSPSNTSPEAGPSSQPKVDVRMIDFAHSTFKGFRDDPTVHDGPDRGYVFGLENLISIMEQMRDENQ
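ADP-Glo luminescence measures ADP made by human IP6K1 during a 2 h RT reaction with ATP/IP6 (mix at 1.3 mM/130 uM); top library doses 57.5 and 19.1 uM final.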
HEK293 viab: reduces viability of HEK-293 SNCA reporter cells | Potency, µM (top dose mostly 57.1 µM), for the others: at the highest dose activity change, negative = cytotoxicity, usual class: cytotoxic | actives 0.12% (n = 150,000) | HEK-293-SNCA-luc viability, GF-AFC fluorescence, 24 h;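 also: potency is read from the fitted curve at half-maximal effect; 0% = DMSO-treated cells and -100% = medium-only wells without cells; nearly all actives have a fitted effect of over 30% in size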
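HEK-293-SNCA-luc cells (1500/well) plated 24 h, then exposed 24 h to a dilution series; GF-AFC added 30 min at 37C, fluorescence 405/540 nm; normalised to medium-only and DMSO wells, Hill fit.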
SNCA expr inhib: SNCA gene expression inhibition. actives 0.17% (n = 140,000). HEK-293 SNCA-luciferase knock-in, luminescence, 24 h. Potency, µM (titrated, usually from 57.2 µM), for inactives: at the highest dose activity change, negative = inhibition, hits mostly inhibitors;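 also: potency is read from the fitted curve at half-maximal effect; plate controls were DMSO cells for no effect and cell-free wells for full effect; nearly all actives have a fitted effect of over 45% in size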
An asterisk follows results filed as active; i = inactive; ? = inconclusive; · = no result given; & = joins results of further samples; [ ] = another dose, or the depositor's remark. Unless noted, calls follow the shape of the dose curve; as a rule, active = well fitted curve in the direction sought with a large enough effect; inconclusive = small, poorly fitted or top-dose-only effect, or another doubt; inactive = no such curve, though single readings can be large; an effect the other way counts as inactive or inconclusive. Unless noted, % is scaled to controls: 0 for no effect and ±100 for the full control effect. Some of the compounds tested, so the mix of outcomes need not match the whole.

Value order: SNCA expr inhib	HEK cytotox	HEK293 viab	GPT2 inhibitor	Luciferase inh	3T3 cytotox	IP6K1 inhibitor
- CC(C)N1C(=O)C2(CCCC2)C1C(=O)NCC1CCCCC1 (centres undefined)
 : -3%	-19%	?	?	-14%	-13%	0
- CO[C@H]1C(=O)N(C(C)C)[C@H]1C1CCN(Cc2cccc(F)c2)CC1
 : -15%	?	10%	-5%	-5%	i	17
- O=C(c1cc(-c2cccc(C(F)(F)F)c2)c2nncn2n1)N1CCC(c2ccccc2)CC1
 : 4%	25µM*	6%	-24%	·	?	20
- Cc1ccc2c(c1)c1c(c(=O)n(-c3cccc(Cl)c3)c(=O)n1CC(=O)Nc1c(C)cccc1C)n2C
 : 5%	·	10%	·	·	·	0
- COCC(=O)N1CCC(C(=O)NC(C)c2ccc3c(c2)OCCCO3)CC1 (centres undefined)
 : 14%	5%	-6%	2%	-1%	i	8
- CN(CC1CCOC1)S(=O)(=O)c1ccccc1F (centres undefined)
 : -13%	23%	0%	i	6%	1%	19
- O=C(CCC[C@H]1NC[C@@H]2C[C@H]1CN(Cc1ccccc1)C2)Nc1ccc(F)cc1F
 : -16%	?	3%	-10%	9%	-20%	14
- O=C1NC(=NC2CCCC2)C2(CCN(Cc3ccc(F)cc3)C2)N1c1cc(F)cc(F)c1 (centres undefined)
 : ?	?	-21%	?	·	?	0
- Cc1ccc(NC(=O)c2ccc(=O)n(CC(=O)Nc3c(C)cc(C)cc3C)n2)cc1
 : -4%	·	7%	·	·	·	46
- O=S(=O)(c1ccccc1)N1CC(Oc2ccc(-c3noc(C4CC4)n3)cc2)C1
 : -1%	?	16%	-1%	·	-22%	-9
- COc1ccc(-c2nc(SCC(=O)NC(C)CCc3ccccc3)n[nH]2)cc1 (centres undefined)
 : -3%	·	?	·	·	·	4
- COC(=O)c1ccc(NC(=O)NC(C)c2c(-n3cccc3)sc(C)c2C)cc1 (centres undefined)
 : ?	·	-13%	·	·	·	14
- Cc1nc(C)c(C(=O)NC2CCc3nn(CC4CC4)c(=O)n3CC2)s1 (centres undefined)
 : 8%	0%	0%	-12%	1%	-17%	-7
- Cc1ccc([S+](=O)([O-])N2CCCN(c3ccc4nnc(C5CC5)n4n3)CC2)cc1
 : ·	?	·	·	·	?	6
- CCc1ccc2oc(-c3cccc(NC(=O)COc4ccccc4Cl)c3)nc2c1
 : 134%[activator]	·	0%	·	·	·	1
- CNC(=O)c1cc(C)nc2onc(C3CCN(C(=O)c4cccc(Cl)c4)C3)c12 (centres undefined)
 : ·	-17%	·	·	·	-33%	-3
- O=C(C1CCCN(S(=O)(=O)N2CCCC2)C1)N1CCC(Cc2nncn2-c2ccccc2)CC1 (centres undefined)
 : 41%[activator]	i	2%	?	·	-8%	-3
- COc1ccc(CCNC(=O)C2c3ccccc3C(=O)N2Cc2ccccc2)cc1OC (centres undefined)
 : -16%	·	?	·	·	·	-2
- CCOC(=O)c1c(C)oc2ncnc(Nc3ccc(CC)cc3)c12
 : -24%	·	10%	·	·	·	19
- Cc1cc(C)cc(NC(=O)C(=O)NCC(c2cccnc2)N2CCc3ccccc32)c1 (centres undefined)
 : ?	·	-22%	·	·	·	-4

3 entries out of the list, arranged by length of the SMILES, high to low.
Value order: SNCA expr inhib	HEK cytotox	HEK293 viab	GPT2 inhibitor	Luciferase inh	3T3 cytotox	IP6K1 inhibitor
- O=C(C1CCCN(S(=O)(=O)N2CCCC2)C1)N1CCC(Cc2nncn2-c2ccccc2)CC1 (centres undefined)
 : 41%[activator]	i	2%	?	·	-8%	-3
- CO[C@H]1C(=O)N(C(C)C)[C@H]1C1CCN(Cc2cccc(F)c2)CC1
 : -15%	?	10%	-5%	-5%	i	17
- CCc1ccc2oc(-c3cccc(NC(=O)COc4ccccc4Cl)c3)nc2c1
 : 134%[activator]	·	0%	·	·	·	1

Compound profiles, from the list above. Screens in order: SNCA expr inhib	HEK cytotox	HEK293 viab	GPT2 inhibitor	Luciferase inh	3T3 cytotox	IP6K1 inhibitor
CNC(=O)c1cc(C)nc2onc(C3CCN(C(=O)c4cccc(Cl)c4)C3)c12 (centres undefined) is entered as ·	-17%	·	·	·	-33%	-3
Cc1ccc2c(c1)c1c(c(=O)n(-c3cccc(Cl)c3)c(=O)n1CC(=O)Nc1c(C)cccc1C)n2C is entered as 5%	·	10%	·	·	·	0

Later entries:
Value order: SNCA expr inhib	HEK cytotox	HEK293 viab	GPT2 inhibitor	Luciferase inh	3T3 cytotox	IP6K1 inhibitor
- CC1Cc2cc(S(=O)(=O)N(Cc3ccccc3)C(C)C)ccc2N1C(=O)C1CCC1 (centres undefined)
 : -29%	·	6%	·	·	·	29
- CC(=O)N1CCCN(c2ncnc3c2CN(C2CCC2)C(=O)CN3C)CC1
 : -14%	-9%	12%	?	·	-12%	14
- COc1ccc(-c2c3c(nc4sc(C(=O)Nc5ccccc5F)c(N)c24)CC(C)(C)CC3=O)cc1
 : 42%[activator]	·	-4%	·	·	·	28
- COc1ccccc1CCC(=O)N1CCC2(CC1)N(C)C(=O)CS2(=O)=O
 : 23%	-2%	10%	2%	1%	-18%	21
- c1ccc(CNc2cc3c(cn2)CN(Cc2cccnc2)CCN3)cc1
 : 81%[activator][87.6 µM]	-66%[172 µM]	-29%[87.6 µM]	i	-11%[172 µM]	-68%[138 µM]	-22
- O=c1c2c(CO)c(-c3ccccc3)nn2ccn1Cc1cc(=O)n2ccccc2n1
 : 25%	?	-1%	i	-7%	-19%	18
- Cn1cc(S(=O)(=O)N2CCCCC2)cc1C(=O)Nc1ccc(OC(F)(F)F)cc1
 : -4%	·	-10%	·	·	·	47
- Nc1ccc(C(=O)O)cc1
 : -44%[25.6 µM]	·	-27%[23.9 µM]	-3%	·	·	-4
- CC(C)c1nc(-c2ccc(OC3CCN(C(=O)c4cc(F)ccc4F)C3)cc2)no1 (centres undefined)
 : -13%	20µM*	-19%	-15%	3%	?	7
- Cc1noc(C)c1-c1cc(-c2ccccc2C(F)(F)F)cn2cncc12
 : 11%[87.6 µM]	71µM*	-15%[87.6 µM]	-4%[88.5 µM]	2%[172 µM]	?	-7
- O=C(CC[C@H]1NC(=O)c2ccccc2NC1=O)NC1CCS(=O)(=O)C1 (some centres undefined)
 : 5%	-1%	5%	i	-6%	5%	18
- O=C(N[C@H]1CCN2C(=O)c3cc(-c4cccc(C(F)(F)F)c4)ccc3NC(=O)[C@H]12)c1cnccn1
 : -33%	45µM*	-11%	4%	-6%	79µM*	2
- CCN1CCC2(CCC1=O)CN(Cc1cccc3cccnc13)CCN2C (centres undefined)
 : -1%	2%	-1%	i	11%	-1%	-12
- COc1ccc(CCNC(=O)c2cc(S(=O)(=O)N3CCCC(C)C3)cn2C)cc1OC (centres undefined)
 : -15%	·	-19%	·	·	·	1
- O=C(NC1CCN(c2nc3ncccc3o2)C1)c1ccc(C(F)(F)F)cc1 (centres undefined)
 : 15%	0%	3%	i	·	-12%	17
- COc1cccc(C2Cn3nnc(-c4nc(-c5ccccc5OC)no4)c3CO2)c1 (centres undefined)
 : -12%	7%	2%	i	4%	-1%	2
- CCOc1ccccc1NC(=O)C(c1ccccc1)N1Cc2ccccc2C1=O (centres undefined)
 : -6%	·	-20%	·	·	·	2
- O=C1NCc2ccccc2CC12CCCN2Cc1ccc2ccccc2n1 (centres undefined)
 : 19%	?	-2%	i	·	?	2
- O=C(c1cccs1)N1CCCC(Cc2noc(-c3cccnc3)n2)C1 (centres undefined)
 : 2%	-14%	-5%	i	0%	?	-8
- O=C(c1cc(F)cc(F)c1)N1CC2CC(C1)[C@H]1CCCC(=O)N1C2 (some centres undefined)
 : -8%	4%	7%	i	2%	i	-4
- CC1CCN(C(=O)c2ccc3c(c2)N(Cc2ccccc2)C(=O)c2ccccc2S3(=O)=O)CC1
 : ?	·	?	·	·	·	13
- O=C(Cc1c[nH]c2ccccc12)N1CCC2(CC1)CC(OCC1CC1)CCO2 (centres undefined)
 : 6%	?	9%	i	-9%	-25%	4
- Clc1cccc(-c2ccc(CNCCSc3nnnn3-c3ccccc3)o2)c1
 : 11%	·	7%	·	·	·	-3
- O=C1CC(c2nc(-c3ccc4nc[nH]c4c3)no2)CN1C1CC1 (centres undefined)
 : 9%	-9%	10%	4%	-2%	-8%	-5
- COc1ccc(NC(=O)N2C[C@@H]3C[C@H](C2)c2ccc(NS(=O)(=O)c4cccc(F)c4)c(=O)n2C3)cc1
 : 40%[activator]	4%	?	-14%	-18%	-8%	-7
- CO[C@H]1[C@H](NC(=O)c2cnc3ccccc3c2)c2ccccc2C12CCNCC2
 : 1%	-10%	-2%	i[11.5 µM]	3%	-6%	-5
- COc1cc(NC(=O)Cn2nc3c(cc2=O)CN(C(C)=O)CC3)cc(OC)c1
 : 8%	-3%	9%	i	5%	i	0
- Cc1ccc(-c2cn3c4c(=O)n(C)c(=O)n(C)c4nc3n2-c2cccc(Cl)c2)cc1
 : -7%	·	14%	·	·	·	10
- CC(NC(=O)COc1ccc(NC(=O)C2CC2)cn1)c1cccs1 (centres undefined)
 : 3%	5%	2%	-14%	-9%	i	16
- CN(Cc1ccccc1)Cc1cn([C@H]2CO[C@H]3[C@@H]2OC[C@@H]3NCc2ccco2)nn1
 : 2%[87.6 µM]	-15%[172 µM]	10%[87.6 µM]	4%[88.5 µM]	-2%[172 µM]	-6%[138 µM]	-3
- COc1cc(/C=C/C(=O)O[C@H]2[C@H](O)[C@@H](CO)O[C@@]2(CO)O[C@H]2O[C@H](CO)[C@@H](O)[C@H](O)[C@H]2O)cc(OC)c1O
 : ·	·	1%[23.9 µM]	-12%[27.3 µM]	·	·	14
- NC(=O)c1cccc(-c2ncc3c(n2)OCCN(CC2CC2)C3=O)c1
 : 20%[87.6 µM]	-14%[172 µM]	-7%[87.6 µM]	i	?	?	6
- O=C(c1ccc2ncccc2c1)N1CC(CO)C2(CCNCC2)C1 (centres undefined)
 : 16%	0%	2%[12.5 µM]	i	-6%	-7%	8
- O=C(NCC(F)F)c1cc(Br)cn2ccnc12
 : 50%&47%[activator][87.6 µM]	1%&-6%[172 µM]	?	i	-13%&-6%[172 µM]	-24%&-15%[138 µM]	6&-3
- CNC(=O)N1C[C@@H](CN(C)C)[C@H](NC(=O)c2ccsc2)C1
 : 8%	-9%	7%	2%	-10%	-5%	1
- Cc1cc(C)c(NC(=O)CSc2nc3c([nH]c4ccccc43)c(=O)n2C)c(C)c1
 : 22%	·	-26%	·	·	·	19
- COc1ccccc1NC(=O)Cn1c(-c2ccccc2)nc(C)c(CCO)c1=O
 : -8%	35µM*	-6%	i	-7%	?	0
- Cc1ccc(C(=O)N2CC(c3nnc(-c4ccncc4)o3)C3(CCOCC3)C2)s1 (centres undefined)
 : -4%	0%	5%	-10%	-14%	-28%	16
- COc1ccc(-c2cc(C[C@H]3CNCC[C@H]3CC(=O)N3CCC(n4c(=O)[nH]c5ccccc54)CC3)no2)cc1
 : 27%	?	2%	4%	-5%	?	10
- COCc1ncc(C)n1CCNC(=O)c1ccoc1
 : -20%	5%	2%	i	-3%	i	-5
